GSTO1 counter = counter-screen for RBBP9 inhibitors: inhibitors of human GSTO1; recombinant GSTO1, activity-based probe fluorescence polarization; actives 1.1% (n = 300,000); P78417; AID 1974; inhibition, % at 5.96 µM;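 active = inhibition above the campaign mean inhibition plus 3 SD, cut at about 35% in these data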;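 note: 0% = GSTO1-1 with DMSO and 100% = wells lacking GSTO1-1 enzyme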
Target sequence (P78417 whole entry, looked up): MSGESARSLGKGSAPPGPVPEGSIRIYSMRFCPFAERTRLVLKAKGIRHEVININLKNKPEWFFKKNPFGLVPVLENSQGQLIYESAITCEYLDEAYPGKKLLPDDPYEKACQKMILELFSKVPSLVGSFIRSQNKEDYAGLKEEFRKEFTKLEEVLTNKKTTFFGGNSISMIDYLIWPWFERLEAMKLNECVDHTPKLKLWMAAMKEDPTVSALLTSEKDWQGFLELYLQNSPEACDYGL
PME-1 inh = blocks human protein phosphatase methylesterase 1 | Q9Y570 | recombinant PME-1, FP-Rh probe fluorescence polarization | inhibition, % at 5.9 µM | actives 0.53% (n = 320,000) | AID 2130;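 active = inhibition above the campaign mean of all compounds plus 3 SD, cut at about 26% in these data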;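 note: competitive labeling of PME-1 active site by serine hydrolase directed probe; 0% = PME-1 with DMSO and 100% = wells lacking PME-1 enzyme; inhibitors block probe labeling so polarization falls and inhibition rises; many of its hits are not listed in these tables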
Fam108B counter = Fam108B inhibition, counter-screen for RBBP9 inhibitors; actives 0.33% (n = 300,000); recombinant Fam108B, FP-Rh probe fluorescence polarization; inhibition, % at 9.51 µM;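 active = inhibition above the screen mean inhibition plus 3 SD, computed separately per campaign, cut at about 18% in these data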;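 note: inhibitors lower polarization as less probe binds the enzyme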
LYPLA1 counter = LYPLA1 (human) inhibition in PME1 counter-screen; O75608; recombinant LYPLA1, FP-Rh probe fluorescence polarization; actives 0.16% (n = 320,000); inhibition, % at 5.9 µM; AID 2174;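 active = inhibition above the mean of all tested compounds plus 3 SD, set per campaign, cut at about 14% in these data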;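 note: inhibitors block serine hydrolase probe labeling of LYPLA1 so polarization falls; 0% = enzyme with DMSO and 100% = wells lacking LYPLA1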
Target sequence (O75608 whole entry, looked up): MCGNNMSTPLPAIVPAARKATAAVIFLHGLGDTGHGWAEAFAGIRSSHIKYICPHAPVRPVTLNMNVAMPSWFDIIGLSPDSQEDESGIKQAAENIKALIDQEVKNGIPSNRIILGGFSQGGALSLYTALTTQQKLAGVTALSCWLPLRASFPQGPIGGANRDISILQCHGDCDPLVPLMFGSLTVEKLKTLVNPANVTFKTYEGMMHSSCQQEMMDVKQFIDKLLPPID
PAFAH1B3 inh = PAFAH1B3 (human) inhibition | AID 492972 | inhibition, % at 3.39 µM | Q15102 | recombinant PAFAH1B3, FP-rhodamine probe, fluorescence polarization | actives 0.28% (n = 340,000);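 active = inhibition above the screen-wide average of all tested compounds plus 3 SD, cut at about 25% in these data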;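 note: 0% = enzyme with DMSO only and 100% = wells lacking PAFAH1B3 protein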
Target sequence (Q15102 whole entry, looked up): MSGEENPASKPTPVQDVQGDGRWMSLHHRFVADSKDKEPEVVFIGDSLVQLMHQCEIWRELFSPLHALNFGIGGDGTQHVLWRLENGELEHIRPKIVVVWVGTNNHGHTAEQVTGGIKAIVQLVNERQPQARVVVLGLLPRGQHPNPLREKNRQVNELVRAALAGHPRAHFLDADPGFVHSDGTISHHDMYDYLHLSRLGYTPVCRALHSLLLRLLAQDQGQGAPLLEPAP
pPAFAH inh = inhibitors of human plasma PAF acetylhydrolase (pPAFAH); AID 463082; inhibition, % at 3.39 µM; recombinant pPAFAH, FP-rhodamine probe fluorescence polarization; actives 1.5% (n = 330,000);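 active = inhibition above the mean inhibition across the screen plus 3 SD, cut at about 25% in these data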;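 note: inhibitors block binding of the rhodamine activity-based probe so polarization drops; 0% = enzyme with DMSO and 100% = wells lacking pPAFAH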
PAD4 inh = blocks human protein arginine deiminase 4; Q9UM07; inhibition, % at 6.36 µM; actives 0.41% (n = 330,000); recombinant PAD4, RCA probe fluorescence polarization; AID 485272;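 active = percent inhibition above a cutoff equal to the mean of all tested compounds plus 3 SD, cut at about 15% in these data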;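 note: 0% = PAD4 with RCA probe and DMSO and 100% = probe without PAD4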
PAFAH1B2 FP inh = blocks human PAF acetylhydrolase 1b catalytic subunit 2; inhibition, % at 3.39 µM; actives 1.2% (n = 340,000); recombinant PAFAH1B2, FP-rhodamine activity probe, fluorescence polarization;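 active = inhibition above the mean of all tested compounds plus 3 SD, cut at about 24% in these data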;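 note: 0% = enzyme with DMSO and 100% = wells lacking PAFAH1B2; many of its hits are not listed in these tables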
Target sequence (P68402 whole entry, looked up): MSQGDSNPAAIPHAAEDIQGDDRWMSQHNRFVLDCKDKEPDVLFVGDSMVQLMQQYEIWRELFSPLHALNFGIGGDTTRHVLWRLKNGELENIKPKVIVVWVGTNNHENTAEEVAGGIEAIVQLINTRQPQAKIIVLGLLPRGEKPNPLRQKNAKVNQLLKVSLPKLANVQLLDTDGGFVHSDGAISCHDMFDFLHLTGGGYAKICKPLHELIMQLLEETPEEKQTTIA
PAFAH2 inh = PAFAH2 (human) inhibition; recombinant PAFAH2, FP-rhodamine activity probe, fluorescence polarization; actives 0.99% (n = 340,000); AID 492956; inhibition, % at 3.39 µM;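 active = inhibition above the mean over all tested compounds plus 3 SD, cut at about 30% in these data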;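 note: inhibitors block probe labeling of enzyme so polarization drops; 0% = enzyme with DMSO and 100% = wells lacking PAFAH2 protein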
* = called active by the depositor; . = not tested or not shown. An excerpt (hit frequency here may not be typical).

SMILES	GSTO1 counter	PME-1 inh	Fam108B counter	LYPLA1 counter	PAFAH1B3 inh	pPAFAH inh	PAD4 inh	PAFAH1B2 FP inh	PAFAH2 inh
COCCCNC(=O)c1cc2c(=O)n3cccc(C)c3nc2s1	2	-1	2	5	9	3	0	-2	2
COc1ccccc1C(=O)NC(=O)COC(=O)c1ncc(Cl)c(Cl)c1Cl	-4	-1	1	1	3	3	0	4	0
CCOc1ccc2nc(SC3CC(=O)N(c4ccc(OC)cc4)C3=O)sc2c1 (centres undefined)	10	-6	-8	-1	2	5	-4	6	-4
CCOC(=O)CSc1nc(N)c(C#N)c(CC(C)C)c1C#N	-3	5	0	-2	2	-2	-3	2	-9
N#C/C(=C\c1cccs1)C(=O)Nc1ccccn1	-2	-4	4	2	2	3	2	4	3
COc1cccc(NC(=O)CSc2nc(N)cc(N)n2)c1	-7	-7	2	-2	2	-6	-2	0	15
CCOC(=O)N1CC=C2C(C#N)=C(N)C(C#N)(C#N)[C@H](c3ccc(OC(C)C)c(OCC)c3)[C@H]2C1	2	41*	1	0	1	5	-3	3	-2
O=C(c1ccco1)N1CCN(C(=O)c2ccccc2[N+](=O)[O-])CC1	-1	-3	-2	-2	4	-1	-7	0	-2
Cn1cnnc1SCC(=O)Nc1ccc(N2CCOCC2)cc1	4	-3	2	-2	2	-1	-4	-2	3
O=C(NCCN1C(=O)C2C3C=CC(C3)C2C1=O)N1CCCCC1 (centres undefined)	0	-4	2	0	2	-2	-4	3	-2
NC1=NC(c2cccc(O)c2)n2c(nc3ccccc32)N1 (centres undefined)	2	-56	-1	-2	1	1	-1	4	12
COc1ccccc1NS(=O)(=O)c1cc(NC(=O)c2ccncc2)ccc1N1CCCC1	0	-4	4	-9	3	3	-5	2	-4
COc1cc(CNCCO)ccc1OCC(=O)Nc1ccc(Br)cc1	4	-12	4	-2	7	2	-6	7	1
Cc1cccc(Nc2nc(N)nc(CC(=O)CSc3ccc(Cl)cc3)n2)c1	29	7	0	4	.	3	0	.	.
O=S(=O)(N/N=C/c1ccccc1F)c1ccccc1	1	2	1	-2	12	3	-8	10	4
O=c1c2c(-c3ccc([N+](=O)[O-])cc3)csc2nc2n1CCC2	-7	2	1	5	0	6	0	4	5
CCCc1ccc(OCC(O)CN2CCN(C(=O)OCC)CC2)cc1 (centres undefined)	1	1	-1	3	-3	5	3	2	7
O=C(Nc1ccc(Cl)c(C(F)(F)F)c1)NC1CC2CCCC(C1)N2Cc1ccccc1 (centres undefined)	-13	-5	-8	-11	.	5	-7	.	.
COc1ccc(S(=O)(=O)N2CCCN(S(=O)(=O)c3ccc(OC)cc3C)CC2)c(C)c1	1	-1	0	-2	3	-4	0	-2	0
c1ccc2c(c1)CSc1sccc1C2=C1CCNCC1	-4	2	5	-1	6	0	-3	0	3
CCCCC(=O)Nc1nnc(S(=O)(=O)N2CCCCCC2)s1	-9	-3	5	1	8	3	-1	5	6
CN(C)/C=N/NC(=O)C1Cc2c(ccc3ccccc23)O1 (centres undefined)	0	-5	5	3	10	6	0	12	4
CC(C)OCCCNC(=O)CN1C(=O)c2cccc3cccc1c23	4	-12	-2	2	5	4	-5	-6	6
CC(C)C[C@H](NC(=O)N1CC(=O)Nc2ccccc21)C(=O)N[C@H](Cc1c[nH]c2ccccc12)C(=O)O	1	-1	-4	1	9	6	-1	22	0
CCC(C)(c1ccc(C(=O)OC)s1)c1ccc(C(=O)OC)s1	-4	1	-2	-1	0	-8	-2	6	2
Cc1c(NC(=O)COC(=O)/C=C/c2cccc(Br)c2)c(=O)n(-c2ccccc2)n1C	.	-2	.	-3	5	4	4	3	3
OC(COC(c1ccc(F)cc1)c1ccc(F)cc1)CN1CCc2ccccc2C1 (centres undefined)	0	-1	1	-2	12	5	0	24	3
Cc1ccc(S(=O)(=O)N2CCN(C(=S)NCC3CCCO3)CC2)cc1 (centres undefined)	-2	4	0	-1	-4	2	-4	7	5
CCC[n+]1c(C)sc2c(OC)ccc(OC)c21	-17	0	-3	1	3	0	11	1	-1
Cc1cc(C)cc(NC(=O)C2C3C=CC4(O3)C2C(=O)N(CCCN2CCCC2)C4C(=O)NC2CCCC(C)C2C)c1 (centres undefined)	-6	-4	-3	-1	5	-6	-8	2	-3
CCN(CC)c1ccc2c(C)c(Cl)c(=O)oc2c1	5	7	2	3	2	8	-2	4	2
Cc1nc2c(C)cccn2c(=O)c1NC(=O)c1ccc(Br)o1	6	5	-2	1	2	3	1	2	-3
Cc1cc(=O)n(CC(=O)NC2CC2)c2c1c(C)nn2-c1ccccc1	4	-4	-6	4	17	-2	2	4	0
CCCCN1C2CCCC1CC(NC(=O)c1cccc(Cl)c1)C2 (centres undefined)	-3	-3	-1	0	-2	3	-4	-1	-1
CN1CCN(S(=O)(=O)c2ccc(Br)c3nsnc23)CC1	11	0	0	1	4	2	3	5	-2
CCN(CC)C(=O)C1CCCN(Cc2sccc2C)C1 (centres undefined)	-1	-1	3	-1	6	-2	-5	2	3
CCn1nnc2cc(C(=O)Nc3cc(OC)cc(OC)c3)ccc21	-9	-7	-4	-3	2	1	-11	1	-2
O=C(CSc1nc2ccccc2s1)Nn1cnnc1	-2	5	-4	2	3	4	1	2	6
CC(C)(C)C1CCc2c(sc3nc(SCC(=O)O)nc(N)c23)C1 (centres undefined)	10	1	1	0	1	12	-1	10	-6
Cc1ccsc1C(=O)Nc1ccc(O)c(-c2nc3ccccc3s2)c1	10	-10	4	0	3	13	-8	3	9

4 compounds already listed, ordered by count of non-hydrogen atoms, smallest number first.
SMILES	GSTO1 counter	PME-1 inh	Fam108B counter	LYPLA1 counter	PAFAH1B3 inh	pPAFAH inh	PAD4 inh	PAFAH1B2 FP inh	PAFAH2 inh
CCC[n+]1c(C)sc2c(OC)ccc(OC)c21	-17	0	-3	1	3	0	11	1	-1
CCCCC(=O)Nc1nnc(S(=O)(=O)N2CCCCCC2)s1	-9	-3	5	1	8	3	-1	5	6
Cc1ccc(S(=O)(=O)N2CCN(C(=S)NCC3CCCO3)CC2)cc1 (centres undefined)	-2	4	0	-1	-4	2	-4	7	5
OC(COC(c1ccc(F)cc1)c1ccc(F)cc1)CN1CCc2ccccc2C1 (centres undefined)	0	-1	1	-2	12	5	0	24	3

Remaining list, next part:
SMILES	GSTO1 counter	PME-1 inh	Fam108B counter	LYPLA1 counter	PAFAH1B3 inh	pPAFAH inh	PAD4 inh	PAFAH1B2 FP inh	PAFAH2 inh
O=C(Nc1cc(S(=O)(=O)N2CCOCC2)ccc1N1CCCC1)c1ccc2c(c1)S(=O)(=O)c1ccccc1C2=O	1	4	7	1	1	11	2	1	10
O=C(Cc1ccccc1)NCC(=O)N1CCC2(CC1)NCCc1[nH]cnc12	0	-1	0	5	6	2	2	6	1
COC(=O)CCSCc1cn2cc(Cl)ccc2n1	6	2	1	-3	3	-4	1	3	6
CCc1ccc2c(c1)/C(=C/C(=O)c1cccs1)C(=O)N2	-3	10	2	0	2	7	-1	5	0
CC(OC(=O)c1ccc(Cl)c(S(=O)(=O)N2CCc3ccccc32)c1)C(=O)Nc1ncc(Cl)cc1Cl (centres undefined)	-1	-11	-15	-4	-3	3	-5	-1	-5
O=C(CN1C(=O)NC2(CCCC2)C1=O)OCCOc1ccc(Cl)cc1Cl	1	2	-1	2	2	4	-4	4	4
O=C(N/C=C\n1cnc2cc(C(F)(F)F)ccc21)c1ccc([N+](=O)[O-])cc1	0	-4	0	2	0	2	1	4	-7
N#Cc1ccccc1CN1C(=O)S/C(=C/c2cccn2-c2cccc(C(=O)O)c2)C1=O	-9	-1	-11	-7	0	23	-15	2	12
Cc1[nH]n(-c2ccccc2)c(=O)c1/C=C1\C=NN=C1c1ccccc1	29	4	1	-3	10	3	-12	3	6
S=C(Nc1ccc(Br)cc1)N1CCN(C2CCCCC2)CC1	0	-5	0	-1	8	-4	-9	1	-4
O=C(c1cccc(-n2cnnn2)c1)N1CCOCC1	-5	2	2	-1	10	4	-2	1	1
O=C(O)c1cccc(S(=O)(=O)N2Cc3ccccc3C2)c1	5	4	-3	0	-1	-1	1	18	3
Cc1cccc(CS(=O)(=O)c2ncc(Cl)c(C(=O)NCc3ccc4c(c3)OCO4)n2)c1	-8	-2	-4	-2	3	0	-7	0	5
CCCS(=O)(=O)Nc1c(C(=O)O)[nH]c2ccccc12	1	5	-2	5	11	7	-1	1	0
CCOC(=O)Cn1nc(C)c(NC(=O)CCc2ccccc2)c1C	4	1	2	-2	2	-1	5	0	0
CCOC(=O)C1CCN(C(=O)COc2ccc(Cl)cc2Cl)CC1	-3	3	3	0	11	5	-3	3	0
CC(NC(=O)c1ccc(S(=O)(=O)NCc2ccco2)cc1)c1ccc(F)cc1 (centres undefined)	.	1	.	-2	5	-7	-1	16	-4
COC(=O)c1[nH]c2cc(C)ccc2c1NC(=O)CN1CCCc2ccccc21	-2	12	1	0	8	7	-3	-1	-9
O=C(Nc1ccccc1C(F)(F)F)c1cc(-c2cccc(O)c2)on1	-2	-7	-2	-31	2	-5	-1	-2	-5
COc1ccc(NC(=O)CC2C(=O)N(c3ccc(OC)cc3)C(=O)N2CCN2CCN(C)CC2)cc1 (centres undefined)	8	4	5	-2	8	6	-2	4	9
CC(C)C1Nc2c(C(=O)O)cccc2C(Nc2ccccc2C(=O)O)C1(C)C (centres undefined)	6	-3	1	2	16	6	3	1	9
C=C(C)CNC(=S)N/N=C/c1ccco1	5	3	-3	-2	-6	2	-2	-1	1
CCc1nnc(NC(=O)NC(C)(C)C)s1	-6	1	5	7	-2	6	-4	-1	0
CN1CCN(c2ccc(S(=O)(=O)N3CCCCC3)cc2NC(=O)c2ccc(C#N)cc2)CC1	-3	-2	-2	-1	0	4	4	0	3
Cc1cc(F)ccc1NCc1ccc([N+](=O)[O-])cc1	-1	1	-1	1	5	4	-4	6	4
CC(=O)c1cccc(NC(=O)NC2CCCCCCC2)c1	-8	-6	-1	-2	6	5	-5	17	-1
Nc1cc(C(F)(F)F)cc2c1SCC(=O)N2	1	-2	1	-2	-2	5	-2	0	-4
C/C(=N/NC(=O)c1ccc2c(c1)OCO2)c1cccc([N+](=O)[O-])c1	6	3	-1	3	12	-4	-1	-2	2
CCS(=O)(=O)c1ccc(-c2csc(-c3ccccc3)n2)c(Cl)c1Cl	-4	-1	-8	7	-6	2	3	-3	-1
NC(=O)[C@@H]1[C@@H]2C(=O)N(c3ccc(F)cc3)C(=O)[C@@H]2[C@H]2C=Cc3ccccc3N21	-12	-7	-10	-1	.	6	-15	.	.
COc1ccc(C(=O)N2CCN(c3ncccn3)CC2)cc1[N+](=O)[O-]	2	7	-3	3	5	1	-2	0	9
NC(=O)c1cnn(Cc2ccc(Cl)cc2)c1N	-5	-7	4	-6	3	1	1	8	2
CC(=O)C1=C(NC(=O)c2ccccc2F)C[C@@H]2[C@H]1C2(C)C	6	-8	7	-2	0	6	1	1	-3
CCCc1nnc(SCC(=O)N2CCCCC2C)n1CCOC (centres undefined)	3	-1	3	3	9	7	-1	8	4
O=S(=O)(NCc1ccccc1)[C@@H]1CC2C=CC1C2 (some centres undefined)	.	6	.	2	7	0	2	7	3
COc1ccccc1NC(=O)N1CCC(c2nc3cc(C)c(C)cc3[nH]2)CC1	-1	-7	-4	3	3	-5	-5	1	-10
O=c1c2c(-c3cccs3)csc2ncn1/N=C/c1ccccn1	-6	4	-1	4	10	4	1	6	-1

Screens as filed in PubChem.
